High-throughput results as filed in PubChem.
LEDGF integ inh: blocks HIV-1 LEDGF/p75-dependent DNA integration | TR-FRET IN-LEDGF/p75 DNA integration, Eu/Cy5 | inhibition, % at 3.7 µM | 370,000 compounds, 0.64% hits;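 active = inhibition above the screen-wide mean plus 3 SD, cut at about 13% in these data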;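 note: signal is the Cy5 over europium emission ratio at 671 and 618 nm; 0% = plate median of compound wells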
PLCg1 inh: inhibitors of human phospholipase C gamma1. purified PLC-gamma1, fluorogenic substrate, fluorescence. inhibition, % at 12.2 µM. 370,000 compounds, 0.84% hits. AID 720700; in the data active = inhibition above about 9.5%
Tn6 DDE FP: inhibitors of Tn6 peptide binding to human fibrin DD(E). Fibrin DD(E) TRITC-Tn6 fluorescence polarization displacement. inhibition, % at 8.3 µM. 370,000 compounds, 0.21% hits. AID 720509;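 active = inhibition above a per-campaign cutoff: mean of compounds within control limits plus 3 SD, cut at about 15% in these data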;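 note: 0% = median of all compound wells on the plate and 100% = blocking peptide control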
Target sequence (P02675 whole entry, looked up): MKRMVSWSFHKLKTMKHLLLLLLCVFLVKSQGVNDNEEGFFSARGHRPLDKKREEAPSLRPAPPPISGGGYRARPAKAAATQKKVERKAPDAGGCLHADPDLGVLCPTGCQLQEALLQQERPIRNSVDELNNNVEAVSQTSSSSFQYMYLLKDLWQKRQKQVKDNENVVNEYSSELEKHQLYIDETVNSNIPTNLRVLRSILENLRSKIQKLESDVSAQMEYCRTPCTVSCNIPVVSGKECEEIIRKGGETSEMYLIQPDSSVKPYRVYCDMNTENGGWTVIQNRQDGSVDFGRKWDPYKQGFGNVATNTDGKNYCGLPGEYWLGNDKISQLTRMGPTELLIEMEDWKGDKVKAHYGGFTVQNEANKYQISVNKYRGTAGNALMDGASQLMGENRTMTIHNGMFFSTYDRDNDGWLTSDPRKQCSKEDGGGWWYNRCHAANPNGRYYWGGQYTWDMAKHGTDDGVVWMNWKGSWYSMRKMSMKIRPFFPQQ
ASAP1 inh: inhibitors of human ASAP1 ArfGAP activity; inhibition, % at 16.5 µM; Q9ULH1; ASAP1-stimulated ARF1 GTP hydrolysis, GDP FP detection; 360,000 compounds, 0.19% hits; AID 624377; in the data active = inhibition above about 25%;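 note: 0% = vehicle with enzyme and substrate and 100% = no enzyme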
KLK7 zymogen act: proKLK7 (human) activation, primary screen. P49862. purified proKLK7, EDANS-DABCYL substrate fluorescence; 100% is mature enzyme control, 0% vehicle. activation, % at 7 µM. 370,000 compounds, 0.9% hits. AID 652039;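 active = activation above the mean of all tested compounds plus 3 SD, computed per campaign excluding outliers beyond control limits, cut at about 13% in these data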
Tn7 DDE FP: inhibitors of Tn7 peptide binding to human fibrin DD(E); P02675; FP displacement of FITC-Tn7 peptide from fibrin DD(E); 0% = median of compound wells per plate; inhibition, % at 8.3 µM; 370,000 compounds, 0.13% hits; AID 720508;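 active = inhibition above the mean of compounds falling within the control limits plus 3 SD of them, cut at about 14% in these data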;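 note: 0% = plate median of compound wells and 100% = 10 µM Aha-Tn7 peptide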
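System: human fibrin DD(E); quantity: Fibrin-DD(E) at 2 µM final; also added: fluorescent Tn7 probe at 0.1 µM; compound dosing: single nominal test concentration of 8.3 µM per compound; schedule: 10 min preincubation, 3 h with tracer, room temperature; detection: fluorescence polarization of the labelled Tn7 tracer; repeats: one replicate per compound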
TDP2 inh: TDP2 (human) inhibition, absorbance primary screen; 370,000 compounds, 0.34% hits; O95551; inhibition, % at 12.8 µM; recombinant TDP2, T5PNP hydrolysis, p-nitrophenol absorbance 415 nm;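 active = inhibition above the mean of all tested compounds plus 3 SD, set per campaign, cut at about 25% in these data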;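 note: 0% = DMSO with enzyme and 100% = buffer with substrate but no TDP2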
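Material: recombinant human TDP2; quantity: TDP2 enzyme at 120 nM final; medium: Tris-HCl pH 7.5 with MgCl2; compound: single concentration, 12.8 µM nominal, with 1% DMSO; incubation: 2 h enzyme incubation at 37 °C; signal: epi absorbance; measure: percent inhibition; benchmarks: high control without enzyme, low control DMSO plus TDP2; repeats: singlicate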
ARFGAP1 inhibitor: inhibits rat ARF GTPase activating protein 1; Arfgap1-stimulated ARF1 GTP hydrolysis, GDP FP detection; Q62848; inhibition, % at 16.5 µM; AID 651572; 360,000 compounds, 0.26% hits;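 active = inhibition above a per-plate limit, mean inhibition of low control wells plus 3 SD, cut at about 25% in these data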;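 note: 0% = DMSO wells with enzyme and 100% = wells lacking Arfgap1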
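Repeats: one replicate per compound; assay system: rat Arfgap1 catalytic domain, aa 1-136; times: enzyme reaction 120 min at 25 °C after 20 min preincubation; detection: FP of antibody-bound GDP Alexa 633 tracer, ex 620/em 688 nm; benchmarks: high control wells lacking Arfgap1, low control full reaction with DMSO; reagent: human ARF1(Δ1-17)-GTP substrate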
ADAM17 inh: inhibits human ADAM17. recombinant ADAM17, EDANS/DABCYL FRET peptide cleavage. AID 720648. 370,000 compounds, 0.83% hits. inhibition, % at 6.95 µM. P78536;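 active = inhibition above the mean of compounds lying between control limits plus 3 SD, set per campaign, cut at about 8.5% in these data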;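 note: 0% = DMSO-only wells as the low control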
Target sequence (P78536 215-824 limits assumed): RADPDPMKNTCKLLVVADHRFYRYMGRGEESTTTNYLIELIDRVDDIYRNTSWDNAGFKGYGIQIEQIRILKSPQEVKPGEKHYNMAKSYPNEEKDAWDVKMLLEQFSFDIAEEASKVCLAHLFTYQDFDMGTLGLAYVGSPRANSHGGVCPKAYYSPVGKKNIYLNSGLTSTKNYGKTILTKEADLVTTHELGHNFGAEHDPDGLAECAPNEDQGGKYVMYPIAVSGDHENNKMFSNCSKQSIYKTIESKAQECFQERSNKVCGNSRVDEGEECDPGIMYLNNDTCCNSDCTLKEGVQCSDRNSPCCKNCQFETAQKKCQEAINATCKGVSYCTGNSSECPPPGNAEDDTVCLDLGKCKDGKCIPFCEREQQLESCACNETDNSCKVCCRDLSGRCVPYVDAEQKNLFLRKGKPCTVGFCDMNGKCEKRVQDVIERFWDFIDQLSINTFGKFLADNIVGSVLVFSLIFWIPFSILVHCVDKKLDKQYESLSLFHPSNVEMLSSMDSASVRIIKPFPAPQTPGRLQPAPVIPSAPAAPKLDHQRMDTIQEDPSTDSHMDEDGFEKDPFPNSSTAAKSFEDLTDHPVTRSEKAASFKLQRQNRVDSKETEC
ADAM10 inh: ADAM10 inhibition, QFRET primary screen; 370,000 compounds, 0.62% hits; recombinant ADAM10, EDANS/DABCYL FRET peptide cleavage, 3 h; inhibition, % at 7 µM; O14672;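 active = inhibition above a per-campaign cutoff equal to the mean of compounds falling between control-based bounds plus 3 SD, cut at about 20% in these data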;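 note: 0% = DMSO wells while the 100% control is not disclosed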
The depositor's hits bear a star; i = inactive.

ADAM10 inh	ADAM17 inh	TDP2 inh	PLCg1 inh	ASAP1 inh	molecule	LEDGF integ inh	Tn6 DDE FP	KLK7 zymogen act	Tn7 DDE FP	ARFGAP1 inhibitor
-97	-17	-2	-33	11	COc1ccc(-c2c(C)nc3c(-c4ccsc4)cnn3c2N)cc1	2	4	-7.1	-2	7
-5	0	-14	1	11	COc1ccc(CN2C[C@@]3(O)CC[C@@H](O)[C@@H](OC)[C@@H]3[C@@](C)(O)[C@@H]2CC=C(C)C)cc1	2	4	-0.1	-2	-4
-4	-3	-7	-17	-5	COc1ccc(-n2c(=O)c(CCC(=O)NCCc3ccccc3F)nc3ccccc32)cc1	-4	3	0.9	1	-7
3	1	-18	-14	-6	CCCCC(=O)Nc1ccc(N2CCCC2)cc1	-1	-11	0.5	-3	-12
-4	-2	24*	-4	-3	CC(C)c1ccc(NC(=O)/C(C#N)=C/c2ccncc2)cc1	1	-1	0.5	7	-4
-80	-25	-8	-40	3	CCc1ccc2[nH]c(=O)c(CN(Cc3nnnn3C3CCCC3)C3CCCCC3)cc2c1	0	3	0.6	-7	8
11	1	-2	5	-5	O=C(CNc1ccccc1)N/N=C/c1ccc([N+](=O)[O-])o1	5	-4	-1.4	0	0
-16	3	-8	-23	-6	COC(=O)C1=C(C)NC(=O)/C1=C\c1cc(C)n(-c2ccc(F)cc2)c1C	-5	-1	1.8	0	3
11	1	-1	-1	-13	COC(=O)[C@]12C[C@H](CC(=O)NCCC(C)C)C(=O)N(Cc3ccc4c(c3)OCO4)C1=C[C@H](C(C)(C)C)O[C@@H]2C	2	4	-0.5	-6	-1
1	-6	11	-2	11	COc1ccc(S(=O)(=O)N2CCCC(C(=O)O)C2)cc1Cl (centres undefined)	1	-1	0.5	11	6
-2	-5	5	-3	5	CCONC(=O)Nc1ccccc1	-2	2	0.3	5	-12
-6	-3	1	-1	10	CCOC(=O)c1cc2c(ccn2-c2ccc(F)cc2)n1CC(=O)N1CCN(C(=O)c2ccco2)CC1	3	-3	-1.3	0	7
9	4	7	3	-10	CCOC(=O)c1ccc(NC(=O)C2(c3ccccc3)CCCC2)cc1	-1	-5	-0.2	-6	2
6	-2	15	0	-11	COc1ccc(C(=O)NCc2csc(C)n2)cc1OC1CCN(C(C)=O)CC1	2	-5	-0.2	-1	-2
-3	-1	-4	-4	9	CCNC(=S)N/N=C/c1ccc(OCCOc2ccccc2C)cc1	-1	3	0.0	-6	7

A few values from above.
Under ADAM10 inh, COc1ccc(CN2C[C@@]3(O)CC[C@@H](O)[C@@H](OC)[C@@H]3[C@@](C)(O)[C@@H]2CC=C(C)C)cc1 is listed with -5
Under ADAM10 inh, O=C(CNc1ccccc1)N/N=C/c1ccc([N+](=O)[O-])o1 is listed with 11

Additional records follow:
ADAM10 inh	ADAM17 inh	TDP2 inh	PLCg1 inh	ASAP1 inh	molecule	LEDGF integ inh	Tn6 DDE FP	KLK7 zymogen act	Tn7 DDE FP	ARFGAP1 inhibitor
0	1	-1	1	9	Cc1ccc(NC(=O)CN(C)C(C)C(=O)N2CC(C)CC(C)C2)cc1 (centres undefined)	-1	1	0.5	-10	-16
3	-1	6	3	3	COc1ccc(NS(=O)(=O)c2ccc(S(=O)(=O)N(C)C)cc2)cc1S(N)(=O)=O	2	-5	-0.2	-4	2
-14	-6	8	-14	-8	O=C(O)c1ccc(N/N=C/c2cccc(F)c2)cc1	0	-4	-0.3	4	3
-1	1	-5	1	9	O=C(Nc1ccc(F)c(Cl)c1)C1CCN(S(=O)(=O)c2cccnc2)CC1	4	4	0.6	-1	4
6	-1	1	2	18	Cc1ccc(-n2ncc(N(C)C)c(Cl)c2=O)cc1	2	0	0.2	-10	-6
-1	-5	5	0	3	COc1ccc(-n2ncc3c2CC(C)(C)CC3NC(=O)CSc2ccccn2)cc1 (centres undefined)	-2	2	0.0	-1	-1
-11	1	-16	-2	11	CC(=O)Nc1c2c(nn1-c1ccccc1C)CSC2	-6	-4	-0.2	3	-3
5	-4	7	-2	16	CCOc1ccc(C(=O)OCc2nnc(-c3cccs3)o2)cc1OC	-2	-13	-0.3	3	5
-19	-4	-5	3	-14	CC(=O)Nc1cccc(Oc2nc(C)cc(C)c2C#N)c1	-1	1	0.6	6	13
-4	-2	24	-2	-11	CC(=O)Nc1ccc(N(C(=O)c2ccco2)C(C(=O)NC2CCCCC2)c2ccccc2)cc1 (centres undefined)	0	-5	-0.1	1	8
-4	-4	-11	1	0	CSc1ncnc2c1ncn2CCCNCC1CCCO1 (centres undefined)	-5	1	-0.3	8	-2
-61	-9	0	-57	-11	CCOC(=O)/C=C1\NC(C)(C)Cc2cc(OC)c(OC)cc21	3	-1	5.6	-6	9
-4	2	2	-10	-6	COc1ccccc1NC(=O)c1sc2ncn(Cc3cccc(C)c3)c(=O)c2c1C	2	-3	-6.1	4	2
14	-2	8	-5	-11	O=S(=O)(Nc1ncnc2c1oc1ccccc12)c1ccc(Cl)s1	-3	3	-0.4	10	11
-21	-3	3	3	-7	O=C(CNC(=O)c1ccco1)NNC(=O)c1cccc(Cl)c1	-5	-7	-0.2	0	-4
-8	-1	0	6	8	Cn1c(CCNC(=O)c2ccc(Cl)c(Cl)c2)nnc1SCc1ccc(Cl)c(Cl)c1	2	0	0.6	-2	12
2	0	-2	0	-6	CC1CCN(C(=O)COC(=O)C2CCN(S(=O)(=O)c3ccc4c(c3)OCCO4)CC2)CC1	-1	6	-0.1	6	-4
16	9.1*	-15	11*	3	COc1ccccc1NS(=O)(=O)c1cc(NC(=O)CNC(=O)c2ccccc2)ccc1C	5	-6	0.4	-6	3
1	-5	1	-2	2	CCC(C)[C@H](NC(=O)NCc1cccs1)C(=O)O (some centres undefined)	-2	-2	-0.3	1	3
-12	-1	-2	-2	-9	CCC(=O)Nc1nnc(S(=O)(=O)N2CCCc3ccccc32)s1	-4	2	0.0	3	-2
-2	-1	-2	-1	16	Cc1ccc(NC(=O)C2(C)CCN2C2Cc3ccccc3C2)cc1 (centres undefined)	-4	0	0.3	3	0
-2	-2	-4	5	1	O=C(CCc1ccc(S(=O)(=O)N2CCOCC2)cc1)NCCc1ccccn1	-6	1	-0.1	4	4
-177	-60	9	i	14	COc1cc(-c2nc3ccc(C)cn3c2NCc2ccccc2)ccc1-c1cccc(Cl)c1	0	-5	-8.2	-6	6
-1	-1	0	-1	7	COc1cc(CN(C(=O)c2cccs2)C2CCS(=O)(=O)C2)cc(OC)c1OC (centres undefined)	1	-1	-0.2	-7	2
3	-4	-11	-2	2	O=C(COC(=O)/C=C/c1ccc(F)cc1)NC1CCS(=O)(=O)C1 (centres undefined)	-1	8	1.4	8	10
4	2	-2	7	-6	CCCCC(C)n1[nH]c(=O)cc1N (centres undefined)	2	-6	-0.4	4	2
-15	-6	9	2	3	CC(C)C[C@@H](CN)NC(=O)c1nc[nH]c1C(=O)N[C@@H](CC(C)C)C(=O)CNC[C@H](C)NC(=O)c1nc[nH]c1C(=O)N[C@@H](CC(=O)O)C(=O)O	-1	-3	0.5	0	-2
3	0	-5	3	1	O=C(NCCCc1ccccc1)Nc1ccccc1	-2	2	-0.2	-9	10
-11	-1	11	-4	-4	Cc1nc(-c2cccc(N)c2)cs1	-4	0	-0.7	2	-9
1	-1	-7	-1	-4	Cc1cccc(NC(=O)CSc2nnc(CNC(=O)c3ccco3)o2)c1C	-6	1	0.2	3	-1
-5	0	7	-4	-5	Nc1nnc(CC(=O)N/N=C/c2ccccc2OCc2ccccc2F)s1	3	-9	0.4	-4	3
0	0	6	4	5	Cc1cc(C)c(NC2=NCC(=O)N2C2CCCCC2)c(C)c1	2	-6	0.1	-5	-3
-2	-2	-3	2	1	CCNc1nc2c(c(=O)[nH]c(=O)n2C)n1CCCc1ccccc1	6	-6	-0.1	4	7
5	8	-2	-234	-5	S=c1[nH]nc(-c2ccc3ccccc3n2)n1Cc1ccccc1	-1	5	1.3	9	6
-5	-2	5	3	6	COc1ccc(C(C)=O)cc1CSc1nc2cc(Cl)ccc2o1	-1	8	0.1	-10	16
-4	-2	4	-1	-9	COc1ccccc1NC(=O)NC1(C(=O)N2CCOCC2)CCCCC1	-4	-6	0.2	-3	-6
-8	-4	8	-38	10	O=C(Nc1ccc2nc3ccccc3nc2c1)c1ccc(Br)cc1	-2	1	-0.3	3	24
-8	-1	6	0	1	COC(=O)c1c(C(=O)OC)c(-c2ccc(F)cc2)n2c1CS(=O)(=O)C2	1	8	0.6	3	1
5	-1	-10	3	19	COc1ccc(C(=O)NC2CCCCCCC2)cc1OC	5	-3	-0.4	-2	1
2	-2	9	3	2	COc1ccccc1NC(=O)CN(Cc1ccco1)C(=O)c1ccc(=O)[nH]c1	2	3	0.3	-5	10
-4	-6	7	-2	6	Cc1ccc(NC(=O)c2oc3ccc(Br)cc3c2C)cc1S(=O)(=O)N1CCOCC1	3	-4	0.1	1	3
-7	-4	14	-7	0	CCOC(=O)C1=C(CC)OC(N)=C(C#N)C1c1ccc(OC)c(OC)c1OC (centres undefined)	-6	-5	0.2	2	-1
11	3	-14	-15	-6	O=C(OCc1ccc(F)cc1)c1cc2ccccc2cc1O	-1	-4	0.3	5	-2
6	-4	-20	-3	13	COc1ccc2ccc(O)c(CN3CCN(S(=O)(=O)c4cccc(C(F)(F)F)c4)CC3)c2c1	-4	-8	0.9	2	11
-3	0	9	-2	5	CN1c2ccccc2C2(C)CCCC3=Cc4cccc([N+](=O)[O-])c4OC312 (centres undefined)	-3	-2	0.1	4	10
-3	-3	-3	2	-1	CCC1CCCCN1CC(=O)Nc1cc(C)nn1-c1nc(C)cc(C)n1 (centres undefined)	0	3	0.5	-1	-8
14	5	-4	2	-3	CCOC(=O)Cn1c(CN(Cc2ccccc2)Cc2ccccc2)nc2c1c(=O)n(C)c(=O)n2C	-2	7	0.2	3	2

A draw from above in order of formula weight, rising.
ADAM10 inh	ADAM17 inh	TDP2 inh	PLCg1 inh	ASAP1 inh	molecule	LEDGF integ inh	Tn6 DDE FP	KLK7 zymogen act	Tn7 DDE FP	ARFGAP1 inhibitor
5	8	-2	-234	-5	S=c1[nH]nc(-c2ccc3ccccc3n2)n1Cc1ccccc1	-1	5	1.3	9	6
-3	-3	-3	2	-1	CCC1CCCCN1CC(=O)Nc1cc(C)nn1-c1nc(C)cc(C)n1 (centres undefined)	0	3	0.5	-1	-8
-8	-1	6	0	1	COC(=O)c1c(C(=O)OC)c(-c2ccc(F)cc2)n2c1CS(=O)(=O)C2	1	8	0.6	3	1
